Screening results from PubChem.
FAS-TE inh: blocks the thioesterase domain of human fatty acid synthase. hit rate 0.67% among 360,000. P49327. AID 602261. recombinant FAS-TE, OMFH fluorogenic substrate, fluorescence endpoint. inhibition, % at 15 µM;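 active = compounds whose normalised, plate-corrected inhibition of enzyme fluorescence in the single-dose primary screen is 50% or more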;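 also: 0% = DMSO with enzyme and 100% = substrate without enzyme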
MT1-MMP act inh: MT1-MMP (human) activation inhibition. HT1080 RFP-PRO-GFP cells, GFP/RFP ratio fluorescence, overnight; percent of plate control window, DMSO zero. GFP/RFP ratio change, % at 20 µM. hit rate 0.061% among 360,000;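 active = GFP/RFP ratio change of at least 30% with cell ATP level not reduced by more than half and red fluorescence within 50% of control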; also: strong numbers were not always called active
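Read-out: GFP/RFP fluorescence ratio; Test system: RFP-PRO-GFP reporter HT1080 cells; Compound dosing: single-point 20 µM compound, 1% DMSO; Times: overnight compound exposure at 37 °C.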
Rpn11 block: inhibitors of human proteasome Rpn11; O00487; human 26S proteasome, Ub4-pepOG fluorescence polarization; 20S core pre-blocked with epoxomicin; calls only at 20 µM; hit rate 0.59% among 360,000; AID 588493;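 active = inhibition at 20 µM, scaled to each plate's controls, above about 33%, limit read from the data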
Target sequence (O00487 whole entry, looked up): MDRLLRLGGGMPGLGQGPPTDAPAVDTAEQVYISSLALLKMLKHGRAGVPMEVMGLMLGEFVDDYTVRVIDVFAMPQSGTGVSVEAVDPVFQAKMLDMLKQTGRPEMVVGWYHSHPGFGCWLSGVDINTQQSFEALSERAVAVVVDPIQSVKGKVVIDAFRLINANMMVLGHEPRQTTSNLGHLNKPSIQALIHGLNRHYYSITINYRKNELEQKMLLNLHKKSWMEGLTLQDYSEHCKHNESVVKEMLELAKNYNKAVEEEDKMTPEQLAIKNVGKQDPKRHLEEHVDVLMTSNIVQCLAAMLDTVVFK
eLon inh: E. coli protease La inhibition; AID 602123; hit rate 0.42% among 360,000; P0A9M0; inhibition, % at 7.94 µM; purified E. coli Lon protease, fluorescence polarization; in the data active = inhibition above about 13%, passing the limit was not always enough;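 also: 0% = enzyme with probe and DMSO and 100% = no enzyme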
MsrA inhibitor: inhibits bovine methionine sulfoxide reductase A; purified bovine MsrA, absorbance read-out; inhibition, % at 15.5 µM; hit rate 0.75% among 360,000; in the data active = inhibition above about 4.5%;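 also: 0% = vehicle wells with enzyme and 100% = reference inhibitor wells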
MLLE-PAM2 inh: inhibitors of microRNA-mediated deadenylation, human PABP1 MLLE binding | hit rate 0.36% among 360,000 | inhibition, % at 20 µM | GST-MLLE / FITC-PAM2 fluorescence polarization; in the data active = inhibition above about 35%, passing the limit was not always enough;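 also: plate controls were DMSO wells with GST-MLLE for no effect and wells lacking GST-MLLE protein for full effect; some results filed as inactive read as strong as hits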
Target sequence (P11940 whole entry, looked up): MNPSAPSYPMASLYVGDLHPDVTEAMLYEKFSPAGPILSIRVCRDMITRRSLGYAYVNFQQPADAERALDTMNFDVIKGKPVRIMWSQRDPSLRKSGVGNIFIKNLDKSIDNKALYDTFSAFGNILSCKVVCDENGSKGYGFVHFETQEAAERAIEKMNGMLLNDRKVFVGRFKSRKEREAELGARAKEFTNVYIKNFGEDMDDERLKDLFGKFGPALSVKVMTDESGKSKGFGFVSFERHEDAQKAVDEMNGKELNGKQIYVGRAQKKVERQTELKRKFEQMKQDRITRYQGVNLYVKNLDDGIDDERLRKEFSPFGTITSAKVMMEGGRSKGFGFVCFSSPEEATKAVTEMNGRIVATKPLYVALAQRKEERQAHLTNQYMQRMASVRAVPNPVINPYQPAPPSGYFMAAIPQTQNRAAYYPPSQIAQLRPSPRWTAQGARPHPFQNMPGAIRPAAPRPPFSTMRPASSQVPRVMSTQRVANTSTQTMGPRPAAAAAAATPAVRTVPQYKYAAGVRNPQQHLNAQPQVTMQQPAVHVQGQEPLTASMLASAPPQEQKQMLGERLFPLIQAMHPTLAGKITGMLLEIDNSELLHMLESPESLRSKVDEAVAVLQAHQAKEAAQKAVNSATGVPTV
MsrA act: bovine methionine sulfoxide reductase A activation; purified bovine MsrA, absorbance read-out; activation, % at 10.6 µM; hit rate 0.3% among 360,000; AID 602163; in the data active = activation above about 7.5%;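 also: 0% = vehicle and 100% = reference activator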
CSN deneddyl inh: inhibitors of human CSN-mediated cullin deneddylation; Q92905; Purified CSN, SCF-Nedd8-OG deneddylation, fluorescence polarization; inhibition, % at 12.5 µM; hit rate 0.38% among 360,000; AID 651999;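 active = pattern-corrected inhibition above about 35%, with an unprinted fluorescence ratio check between 0.5 and 1.5, limit read from the data, passing the limit was not always enough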;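 also: 0% = enzyme with substrate and 100% = substrate without enzyme; some results filed as inactive read as strong as hits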
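Assay system: HEK293T-derived human Csn5 enzyme; quantity: 0.24 nM enzyme; medium: Tris/NaCl/DTT buffer, pH 7.5; also added: substrate SCFSkp2-Nedd8OG, 10 nM; doses: 12.5 µM compound; schedule: 90 min reaction at room temperature; signal: FP; read-out: % inhibition of substrate cleavage by Csn5; benchmarks: substrate-only high control, full reaction low control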
Rin1-Abl PPI inh: inhibitors of human Rin1-Abl protein interaction. P00519+Q13671. TR-FRET Rin1/Abl binding, biochemical. inhibition, % at 7.35 µM. hit rate 0.4% among 360,000. AID 588664; in the data active = inhibition above about 5%, passing the limit was not always enough
Active calls of the source: *; i = inactive; nt = no result given.

Each structure is followed by: FAS-TE inh, Rpn11 block, MsrA act, Rin1-Abl PPI inh, MT1-MMP act inh, eLon inh, MsrA inhibitor, CSN deneddyl inh, MLLE-PAM2 inh
- COc1ccc(CNC(=O)c2ccc(S(=O)(=O)NCc3ccco3)cc2)cc1
  0, i, -1, 2, 5, -4, 0.2, 1, -6
- COc1ccc(Cc2nnc3n2N=C(c2cc4ccccc4o2)CS3)cc1OC
  28, i, -7, -5, 5, -4, 2.7, -2, 7
- CCOc1ccc(OCC)c(Nc2cc(C)nc3ncnn23)c1
  -8, i, -6, 1, 4, -2, 0.6, 0, 20
- O=C(NC1CCCC1)c1ccc2nc[nH]c2c1
  -1, i, -4, 1, -7, 2, -0.4, 1, 1
- CCc1cc2c(CN3CCN(Cc4ccccc4)CC3)cc(=O)oc2cc1O
  -1, i, -1, 0, -9, 5, 0.9, 3, -14
- Cc1cc(C)c(C)c(S(=O)(=O)N2CCN(CC(=O)c3c(N)n(Cc4ccccc4)c(=O)n(C)c3=O)CC2)c1C
  14, i, -2, 0, 6, 5, -1.8, 3, -2
- CCOC(=O)N1CCN(CCC(=O)Nc2cc(OC)ccc2OC)CC1
  -6, i, -4, -4, 2, -6, 0.2, -5, 0
- C=CCNS(=O)(=O)c1ccc(OCC(=O)OC)cc1
  -9, i, -8, -1, 3, 0, 1.0, 0, -8
- C/C(=N\NC(=O)c1ccccc1O)c1cccs1
  1, i, -3, 2, -2, 3, 2.4, -5, -5
- COc1ccc(CCNC2=C(Cl)C(=O)N(CCc3ccc(OC)c(OC)c3)C2=O)cc1OC
  8, i, -2, -3, -9, 3, 1.7, -1, -5
- COc1ccc(-c2ccc(OC)c([C@H]3[C@@H]4C=CCC[C@@]4(C)C(=O)N3Cc3ccccc3)c2)cc1OC
  38, i, -2, 1, -6, -2, -0.6, 0, -12
- COc1ccc(S(N)(=O)=O)cc1C(=O)OCC(=O)Nc1sccc1C#N
  -8, i, -5, 1, -5, -8, 0.5, 18, -76
- Cc1cc(-c2ccc([N+](=O)[O-])cc2)nc2ccccc12
  34, i, -4, -3, 0, -3, 0.6, 6, -5
- COC(=O)c1c(CSc2cccc(C)c2)noc1C(=O)NCc1ccco1
  17, i, -6, -3, 13, 2, -0.2, -2, 5
- COC(=O)c1ccc2c(=O)n(Cc3ccc(C(=O)NCCCN4CCOCC4)cc3)c(=S)[nH]c2c1
  -8, i, -9, 1, 1, 1, 0.3, 6, -96
- CC(C)c1ccccc1NC(=O)c1ccccc1NC(=O)C1CCCCC1
  18, i, -1, 4, 1, -5, -0.9, 1, -2
- CCCCNC(=O)C1(C)CCN1C(=O)c1ccc2ccccc2n1 (stereo not given)
  -2, i, 0, -4, 1, 7, 0.3, -3, -3
- COc1cc(C(=O)N/N=C/c2cn(Cc3cccc(F)c3)c3ccccc23)ccc1O
  6, i, -4, 1, 6, 8, 2.0, 0, 0
- CC1=C(C(=O)OCc2ccccc2)C(c2ccc(C)o2)C2=C(CCCC2=O)N1 (stereo not given)
  10, i, -5, 1, -6, 5, 2.1, 0, -1
- CCN1C(=O)[C@@H]2[C@@H](c3ccc(-c4cccc(Cl)c4)cc3)N3CCC[C@@]3(C(=O)OC)[C@@H]2C1=O
  25, i, -1, 2, 8, -2, -0.9, 5, -2
- CC(=O)Nc1nnc(-c2ccco2)o1
  -6, i, -3, -1, 9, -1, 0.4, 3, -1
- COc1cccc(NC(=O)Cn2c(=O)n(-c3cc(OC)c(OC)c(OC)c3)c(=O)c3ccccc32)c1
  -4, i, -3, -3, 4, 2, -0.3, 0, 3
- CCN(CC)S(=O)(=O)c1ccc(NC(=O)C(OC)c2ccccc2)cc1 (stereo not given)
  6, i, 1, 0, 2, -1, -0.2, 5, -8
- Cc1nc(S/C(=C/c2ccc(-c3cc(Cl)ccc3C)o2)C(=O)O)n[nH]1
  11, i, -1, -2, -9, -10, -0.7, -5, -12
- CC1(C)CC(=O)c2sc(NS(=O)(=O)c3cc(Cl)ccc3Cl)nc2C1
  5, i, 5, -3, -6, 2, 3.2, 6, 12
- COc1cccc(C(=O)Nc2nnc(S(=O)(=O)Nc3cccc(C)c3)s2)c1
  -4, i, -1, -1, 4, 1, 1.9, -2, -7
- COc1ccc2c(c1)c(=O)c(Br)c(C)n2Cc1ccccc1
  21, i, 5, 1, -6, -6, 0.7, 6, 1
- O=C(NC1CCCCC1)C12CC3CC(CC(Cl)(C3)C1)C2
  -1, i, -3, -1, -1, -4, 0.3, -4, 0
- Cc1cc(C)n(CCCN2C(=O)c3cccc4cccc(c34)C2=O)n1
  7, i, -6, -7, 0, -6, 2.3, -2, 7
- NC(CCc1ccccc1)c1csc(NC(=O)Nc2ccccc2Oc2ccccc2)n1 (stereo not given)
  -76, i, 2, -2, -3, 6, 1.4, 7, -4
- COc1ccc(C2Nc3ccccc3C(=O)N2c2ccccc2)cc1Cn1cc([N+](=O)[O-])cn1 (stereo not given)
  33, i, -1, 0, 0, -3, 0.9, 1, -2
- O=C(COC(=O)/C=C/c1cccc(C(F)(F)F)c1)Nc1cccc2ccccc12
  -6, i, -7, -2, 2, -2, 1.4, -4, 0
- COc1ccc(C2C(=O)c3ccccc3C2=Nc2ccc(Br)cc2)cc1 (stereo not given)
  3, i, -6, -4, 0, -6, 0.7, 4, -11
- O=c1c(-c2nnc(SCc3ccc(Cl)c(Cl)c3)o2)cccn1Cc1ccccc1
  26, i, -2, -1, 4, 0, -1.6, 2, -10
- Cn1c(SCC#N)nnc1-c1cnccn1
  -5, i, 0, -3, -4, -1, 1.4, 6, 9
- FC(F)(F)c1cc(-c2ccco2)nc(NCc2cccs2)n1
  10, i, -3, 1, -8, -5, 1.1, 9, -3
- O=C(O)CCCC(=O)N1CCC(C(O)(c2ccccc2)c2ccccc2)CC1
  2, i, -9, -2, -8, 2, 0.4, -4, 20
- CCOc1ccccc1NC(=O)Cn1nnc(C(=O)NCCc2ccc(OCC)c(OCC)c2)c1N
  -10, i, -5, 2, 0, 3, 0.8, 10, -2
- COc1ccc(N(C)S(=O)(=O)c2cccc(C(=O)NCC3CCCO3)c2)cc1 (stereo not given)
  -6, i, -1, -5, -2, -8, 0.1, 3, 0
- COc1ccc(NS(=O)(=O)c2ccc(C(=O)N3CCC(C)CC3)cc2)cc1
  5, i, 0, 2, 0, 1, -0.3, -2, 3

Next section, overlapping the part above by 3 compounds.
Each structure is followed by: FAS-TE inh, Rpn11 block, MsrA act, Rin1-Abl PPI inh, MT1-MMP act inh, eLon inh, MsrA inhibitor, CSN deneddyl inh, MLLE-PAM2 inh
- CCOc1ccccc1NC(=O)Cn1nnc(C(=O)NCCc2ccc(OCC)c(OCC)c2)c1N
  -10, i, -5, 2, 0, 3, 0.8, 10, -2
- COc1ccc(N(C)S(=O)(=O)c2cccc(C(=O)NCC3CCCO3)c2)cc1 (stereo not given)
  -6, i, -1, -5, -2, -8, 0.1, 3, 0
- COc1ccc(NS(=O)(=O)c2ccc(C(=O)N3CCC(C)CC3)cc2)cc1
  5, i, 0, 2, 0, 1, -0.3, -2, 3
- CNC(=O)COC(=O)c1cccc(S(=O)(=O)N2CCN(c3ccc(F)cc3)CC2)c1
  -8, i, -3, -5, 7, -10, 1.1, 3, 3
- Cc1ccc(S(=O)(=O)N2CC(C)N(C(=O)N3CCOCC3)C2)cc1 (stereo not given)
  -3, i, -1, 2, -1, -6, 0.8, -3, -12
- Cc1nc(C(=O)O)nn1-c1cc(Cl)ccc1Cl
  -6, i, 0, -2, -2, 3, -0.9, -2, 3
- O=C(NCCCO)c1ccc(CSc2nc3ccccc3c(=O)[nH]2)cc1
  -4, i, -4, 2, -1, 2, -0.8, -1, 6
- Cc1cccc(CC2S/C(=N/N=C/c3ccco3)N(c3ccccc3)C2=O)c1 (stereo not given)
  4, i, -2, -1, 1, -6, 2.5, 4, -11
- CCCCC(Sc1nc(C)c(Cc2ccccc2)c(=O)[nH]1)C(=O)O (stereo not given)
  -5, i, -1, 1, 3, -20, 0.8, 6, 8
- COC(=O)C1=C(C)Nc2nnnn2C1c1cccnc1 (stereo not given)
  -6, i, -4, 2, 1, -8, -0.1, 3, -6
- COCc1cc(C)n(CC(=O)Nc2cccc(C)c2)c(=O)c1C#N
  -7, i, -2, -1, -2, 1, 2.4, 3, 2
- Cc1ccn(CC(=O)N2CCCC(N3CCN(Cc4ccc5c(c4)OCO5)CC3)C2)n1 (stereo not given)
  -5, i, -2, 1, 0, 14, 1.4, -8, 12
- Cc1cccc(-n2nnc3c(=O)n(CC(=O)Nc4cc(C)on4)cnc32)c1
  -2, i, 0, 0, 2, -4, 0.6, -5, -9
- O=C(COC(=O)c1cccnc1Cl)NCc1ccc(F)cc1
  -4, i, 2, 6, 1, -5, 0.5, -1, 6
- COCCOc1cc(-n2cccc2)c(Cl)cc1Cl
  6, i, -5, 1, -4, -3, 0.5, -2, -8
- Nc1[nH]c(C(=O)c2ccccc2)c(-c2ccccc2Br)c1C(=O)NCc1ccc(-c2ccccc2)cc1
  19, nt, -3, nt, 6, 5, 1.2, 0, nt
- COc1ccc(C(=O)NCCSc2ccccc2C)cc1
  4, i, -1, 1, -1, -3, -1.0, 5, 8
- Cc1nc2ccc(NC(=S)NCCCO)cc2nc1C
  -4, i, -2, -3, 12, -11, 1.0, 0, 9
- NC1=NC(=Nc2ccc(S(N)(=O)=O)cc2)c2ccccc21
  -7, i, -4, 2, -1, 8, 1.2, 2, -6
- CC1(C(=O)NS(=O)(=O)c2ccc(F)cc2F)CCN1C(=O)C/C=C/c1ccccc1 (stereo not given)
  -6, i, 0, 2, 1, -5, -0.8, 0, 4
- CC(=O)Nc1ccc(NC(=O)CCN2C(=O)c3ccccc3C2=O)cc1
  -7, i, -1, -2, 0, -2, -1.0, -5, 11
- COc1ccc(NC(=O)c2cccs2)cc1C(=O)N1CCN(c2ccccc2)CC1
  0, i, -3, 1, -5, 4, 1.2, 3, -1
- Brc1ccc(CSc2nnc3ccccn23)cc1
  -2, i, -1, 0, -1, 5, 1.3, 3, -130
- CCOC(=O)C(C)Sc1ncc(-c2ccc(Cl)cc2)cn1 (stereo not given)
  23, i, -3, -2, -2, -2, -0.4, 2, -71
- Cc1cccc(C)c1NC(=O)CSc1cc(C(=O)c2nccn2C)c2ccccc2n1
  -4, i, -3, -1, -2, -3, 1.7, -7, -4
- CC(=O)Nc1cccc(-c2csc(C(C)(NC(C)=O)c3ccccc3)n2)c1 (stereo not given)
  -3, i, -6, 1, 2, 2, -1.9, -4, -8
- COc1ccc(CCNC(=O)c2coc3ccccc3c2=O)cc1OC
  -10, i, -4, -2, -7, -22, 0.4, 2, -34
- COc1cc(CC(=O)NC2CCCc3ccccc32)cc(OC)c1OC (stereo not given)
  -3, i, -1, 2, 1, -5, -0.4, -1, -2
- O=C(O)COc1ccccc1/C=N/NC(=O)CN1CCN(Cc2ccccc2Cl)CC1
  -6, i, -3, -1, -3, 1, 1.5, 4, -21
- CN(C)c1ccc(CNC(=O)CCS(=O)(=O)c2ccc3c(c2)n(C)c(=O)c(=O)n3C)cc1
  -2, i, 0, -2, -2, -1, nt, -6, -4
- CCC(C)NC(=O)c1ccccc1NC(=O)CN(c1ccc(OC)cc1)S(C)(=O)=O (stereo not given)
  -3, i, -2, -3, -1, -1, -0.2, 2, -2
- CC1(C)CC(CC(=O)O)CC(C)(C)N1
  -3, i, -5, -4, -1, 6, -0.3, 2, 18
- CC(CCc1ccccn1)C(=O)C(C)CCc1ccccn1 (stereo not given)
  -1, i, -1, 1, 0, -2, -0.6, -4, -9
- CC1=C(C(=O)N2CCOCC2)CC(CC(=O)NCCCCc2ccccc2)C(=O)N1Cc1ccc(C(C)(C)C)cc1 (stereo not given)
  13, i, -9, 4, nt, -1, 0.8, 2, 0
